High-throughput results from PubChem.
SDO1 yeast rescue – sdo1-depleted yeast growth rescue. AID 817. z-score at 10 µM. 0.21% of 140,000 active. S. cerevisiae sdo1-depleted JHY4D growth rescue, OD600 30 h; hits give high values; pdr5 snq2 efflux-pump mutant strain;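 active means z-score above 3 at both the 24 hr and the 30 hr optical density reads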;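 further: z-score against mean and SD of all compound wells on the same plate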
Insulin prom inh – TRM-6 insulin promoter activity inhibition | TRM-6 cells (human fetal islet line), insulin promoter-eGFP reporter, imaging; reporter expression induced with tamoxifen | inhibition, % at 2 µM | 0.9% of 130,000 active | AID 1273;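 active means inhibition above the mean plus 3 SD, with well images judged a real hit on visual review, cut at about 60% in these data, passing the limit was not always enough; inconclusive means inhibition over the cutoff but images rejected on review; inactive means inhibition not above the cutoff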
SDO1 yeast rescue Rescue 24 h – also measured in SDO1 yeast rescue; calls as there; z-score; S. cerevisiae sdo1-depleted JHY4D growth rescue, OD600; measured here: growth rescue at 24 h;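 0 is the plate mean of compound wells and units are plate SD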
Active calls of the source: *; ? = inconclusive; . = not tested or not shown. Not all compounds are listed (hit frequency here may not be typical).

mol	SDO1 yeast rescue	Insulin prom inh	SDO1 yeast rescue Rescue 24 h
Cc1ccc(C)c(N2CCN(C(=O)Nc3ccc4c(c3)N(C)C(=O)CS4)CC2)c1	.	-47	.
Cc1ccc(C)c(N2CCN(C(=O)Cn3c(=O)[nH]c4ccsc4c3=O)CC2)c1	0.74	0	0.81
N=c1n(CC(=O)c2ccc([N+](=O)[O-])cc2)c2ccccc2n1Cc1ccc(Cl)cc1	-2.1	.	-1.4
Cc1cc(C2=NNC(=NC3CC3)SC2)c(C)n1-c1ccccc1	-1.5	.	-1.3
COc1ccc(/C=N/N2CCN(C)CC2)cc1O	1.8	12	1.7
NS(=O)(=O)c1ccc(N=NN2CCCCC2)cc1	.	-40	.
CCN1CCN(S(=O)(=O)c2cc(OC)c(Cl)cc2OC)CC1	1.2	29	1
CC/C(=C\C(=O)c1ccncc1)Nc1ccc(Br)cc1	-2.4	-4	-1.2
Cc1[nH]c2ccccc2c1SCCNC(=O)c1ccc(S(=O)(=O)N2CCCC2)cc1	0.74	7	-0.18
CCCCCn1c(Sc2ccccc2)nc2c1c(=O)[nH]c(=O)n2C	-1.6	.	-1.3
C/C(=N\NC(=O)C(N)=O)c1ccc(Br)cc1	0.38	-14	0.75
Cc1ccc(CNCC(O)(c2ccc(F)cc2)c2ccc(F)cc2)cc1	-1	.	-1.1
COc1ccc(C(CC(=O)Nc2ccccc2OC)n2cccc2)cc1 (stereo not drawn)	-1.4	?	-0.74
COc1ccc(-c2n[nH]c(=S)n2/N=C/C=C/c2ccccc2OC)cc1	-0.52	.	0.07
COc1ccc2c(Cl)c(C(=O)N/N=C/c3c(C)[nH]c4ccccc34)sc2c1	-1.3	.	-1.3
CCOC(=O)C1=C(CS(=O)(=O)c2ccc(C)c(C)c2)NC(=O)NC1c1ccc(O)cc1 (stereo not drawn)	.	21	.
CC1(C)Cc2c(sc3c2C2=NCCN2C=N3)CS1	-0.63	87*	-0.47
CCCCc1nnc(NC(=O)C2CC(=O)N(c3ccc4c(c3)OCCO4)C2)s1 (stereo not drawn)	0.99	.	1
Cc1nc(N2CCC(C)CC2)c2c(C)c(C(=O)Nc3ccc(C(F)(F)F)cc3)sc2n1	.	-50	.
CCOC(=O)c1c(C)[nH]c(C(=O)CSc2nc3ccccc3o2)c1C	1	-15	3.2
O=C(NCc1cccnc1)c1ccc(COc2ccc3c(c2)CCC3)o1	-0.42	-13	-0.58
COc1ccc(C)cc1NC(=O)c1ccc(-c2ccc(C(C)=O)cc2)o1	.	-45	.
COc1cc(CNc2ccc(N3CCOCC3)cc2)cc(Br)c1OC	.	21	.
Cc1cccc2c1OCC/C2=N\NC(=O)COc1ccccc1	-0.8	4	-1.2
c1coc(-c2nc(-c3ccco3)c(-c3ccco3)nc2-c2ccco2)c1	-1.6	.	-0.66
COc1ccc(CCNC(=O)C(=O)N/N=C/c2cccs2)cc1OC	.	11	.
CC1CCCN(C(=O)c2ccc(S(=O)(=O)N3CCC(c4nc5ccccc5s4)CC3)cc2)C1 (stereo not drawn)	.	68	.
CC(C)C(C(=O)NC1CCCCC1)N(CC1CCCO1)C(=O)CNS(=O)(=O)c1ccc(F)cc1 (stereo not drawn)	0.01	.	-0.41
Cc1ccccc1OCC(=O)N(Cc1cccs1)C1CCS(=O)(=O)C1 (stereo not drawn)	1.1	17	1.3
CCOc1cc(C(=O)Nc2ccc(N3CCN(S(C)(=O)=O)CC3)cc2)cc(OCC)c1OCC	0.2	0	1.2
CCc1nnc(N/N=C/c2ccc(N3CCC(C)CC3)c([N+](=O)[O-])c2)n1N	0.21	-43	-0.47
Cc1cc(C(=O)CN2C(=O)NC3(CCCCC3C)C2=O)c(C)n1Cc1cccs1 (stereo not drawn)	-0.01	-43	0.4
O=C(N/N=C\c1ccc(Sc2ccccn2)o1)c1cccc(F)c1	0.88	.	0.93
O=C(Cc1ccccc1)N1CCN(S(=O)(=O)c2ccc([N+](=O)[O-])cc2)CC1	.	-80	.
CN1/C(=C\C(=O)c2oc3ccccc3c2N)C(C)(C)c2ccccc21	0.01	-34	1.2
Cc1ccc(OC(=O)c2sc(Cl)nc2C)cc1C	-0.04	-7	-0.15
Cn1cccc1C(C#N)(CC#N)c1cccc(F)c1C#N (stereo not drawn)	.	-8	.
CCCc1[nH]nc2c1C(Cc1ccccc1)C(C#N)=C(N)O2 (stereo not drawn)	0.33	.	-0.07
CCNC(=S)Nc1ccc(Cl)c([N+](=O)[O-])c1	.	18	.
O=c1c2ccccc2c(-c2ccccc2)nn1Cc1ccc(Cl)cc1	-1.1	-30	-1.5
COC(=O)Cc1c[nH]c2cccc(OCC(O)CN(Cc3ccccc3)C(C)C)c12 (stereo not drawn)	-2.1	-94	-0.42
O=C(O)c1[nH]c2ccc(Cl)cc2c1CC(=O)N1CCN(c2ccccc2)CC1	0.79	67	2.1
COc1ccc(N2CCN(S(=O)(=O)c3ccc(OC)cc3)CC2)cc1	1.1	30	1.8
CC(C)NC(=O)CSc1nnc(-c2ccc(C(C)(C)C)cc2)n1C	1.8	45	1.9
CC(=O)N(Cc1cc(=O)[nH]c2ccccc12)c1ccc(C)cc1	0.45	56	0.73
O=C(O)c1ccccc1C(=O)NCc1ccccc1	1.6	14	0.43
Cc1ccccc1-n1c(C)nnc1SCC(=O)NNC(=O)c1ccccc1	1.3	31	1.6
CCOc1ccc(NC(=O)CN2CCN(CC(=O)Nc3ccc(C(=O)OC)cc3)CC2)cc1	-0.26	62	0.13
Cc1cc(Nc2cccc(C)c2C)n2ncnc2n1	-1.1	-10	-1
O=C(c1cc2ccccn2n1)N1CCN(c2cccc(C(F)(F)F)c2)CC1	-1.5	-43	-1.3

The list goes on.
mol	SDO1 yeast rescue	Insulin prom inh	SDO1 yeast rescue Rescue 24 h
S=C(Nc1ccccc1)N1CCN(C2CCCCC2)CC1	1.4	-4	0.72
CCOc1ccc2nc(NC3=NC(c4ccc(OC)cc4)CC(=O)N3)nc(C)c2c1 (stereo not drawn)	0.46	.	3.3
Cc1nn(CC(=O)Nc2c(C)n(C)n(-c3ccccc3)c2=O)c(C)c1[N+](=O)[O-]	.	-75	.
Cc1ccc(CCNC(=O)C2CCN(S(=O)(=O)N3CCCC3)CC2)cc1	-0.07	-9	-0.98
Cc1nccc(-c2ccc(-n3cnc4ccccc43)cc2)n1	0.7	.	0.69
Cc1ccccc1-c1nc2ccccc2[nH]1	1.3	42	0.32
CC(=O)N=c1sc2cc(C)ccc2n1C	0.04	.	0.45
Cc1ccccc1Oc1ccccc1N	.	-30	.
CCC(=O)n1nc(-c2ccc(Cl)cc2)nc1SC	1.1	66	-0.86
COc1ccc(/C=C/C(=O)Nc2cc(C)nn2-c2nc3ccccc3n2Cc2cccc([N+](=O)[O-])c2)cc1	-1.4	-19	-1
O=C(Cn1c(=O)n(Cc2ccco2)c(=O)c2c3c(sc21)CCCCC3)c1ccccc1	-0.34	-44	-0.06
Cc1cc(NC(=O)c2ccc(Cl)cc2)c(C(C)C)cc1O	0.71	-14	0.44
CCC(C)NC(=O)/C=C/c1ccc(S(=O)(=O)NCc2ccco2)cc1 (stereo not drawn)	.	-50	.
Cc1ccc(OCC(=O)Nc2ccccc2[N+](=O)[O-])c(Br)c1	.	-31	.
O=C(C1CCCCN1S(=O)(=O)c1ccccc1)N1CCN(Cc2ccccc2)CC1 (stereo not drawn)	-0.31	-20	0.18
CC(C)Cc1nc2oc3c(NCCCN4CCOCC4)ncnc3c2c2c1CCC2	-0.52	28	-0.48
CC1=C(C(N)=O)C(c2cccc(O)c2)n2nc(CCCO)nc2N1 (stereo not drawn)	2	.	2.6
COc1ccc2c(c1)C(=NNC(=O)c1ccccn1)c1cc(OC)ccc1-2	-0.4	.	0.23
CCOC(=O)CSC1=C(C#N)C(c2ccc3c(c2)OCO3)CC(=O)N1 (stereo not drawn)	0.56	31	0.86
O=C1c2ccccc2C(=O)N1CN(C(=O)COc1ccc(Cl)cc1Cl)c1cccc(F)c1	-0.33	.	0.28
O=C(NC1CC2CCCC(C1)N2Cc1ccco1)NC12CC3CC(CC(C3)C1)C2 (stereo not drawn)	-0.42	.	-1.2
Cc1ccc(C(=O)Cn2nnc3ccccc32)cc1	-0.11	0	-0.38
COc1ccc(CNC(=O)Cn2nc(C(F)(F)F)c3c2CCC3)cc1	0.5	42	0.27
CC(C)C(=O)NNc1ccccc1	0.14	23	-0.05
COc1cc(NS(=O)(=O)c2ccc(NC(=O)COc3ccc(C)cc3)cc2)nc(OC)n1	-0.39	.	-0.9

With a hit mark in Insulin prom inh (from the list above):
mol	SDO1 yeast rescue	Insulin prom inh	SDO1 yeast rescue Rescue 24 h
CC1(C)Cc2c(sc3c2C2=NCCN2C=N3)CS1	-0.63	87*	-0.47

Other entries follow:
mol	SDO1 yeast rescue	Insulin prom inh	SDO1 yeast rescue Rescue 24 h
COC(=O)C1=C(C)NC(=O)CC1c1cccc(OC)c1OC (stereo not drawn)	0.55	.	-0.27
CCOc1ccc(OCCCC(=O)NC2=NCCS2)cc1	0.01	-21	0.06
O=c1c2ccccc2oc2nc3n(c(=O)c12)CCCS3	0.59	27	-0.02
CC1CCCCN1C(=O)/C(=C\c1ccccc1)c1ccccc1 (stereo not drawn)	-1.1	16	-1.1
CC(C)(C)C(=O)Nc1cccc2[nH]ncc12	.	0	.
COc1ccc(/C=N/NC(=O)CCc2nc3ccccc3[nH]2)cc1	2.1	-53	2.2
O=S(=O)(NC1CCCC1)c1ccccc1Cl	-0.07	-33	-0.69
CCOc1ccc(-c2nc(C#N)c(N3CCOCC3)o2)cc1	-0.49	.	-1
CCN(CC)CCNC(=O)c1ccccn1	0.05	12	-0.3
CC1(C)Cc2ccccc2C(NNC(=O)c2ccncc2)=N1	0.98	27	0.95
CCCCn1c(NCc2ccccc2NS(=O)(=O)c2ccc(C)cc2)nc2ccccc21	-0.87	15	-1.4
CCNC(=S)N(Cc1ccc2c(c1)OCO2)C1CC(=O)N(c2ccc(F)cc2)C1=O (stereo not drawn)	-0.86	8	-0.74
CC(=O)c1ccc(NC(=O)CCNS(=O)(=O)c2cccc3nonc23)cc1	1.1	24	1.1
CCn1c(-c2ccc(Cl)cc2)n[nH]c1=S	0.19	14	-0.15
CC(O)CNc1nc2ccccc2n1CC(=O)NC12CC3CC(CC(C3)C1)C2 (stereo not drawn)	.	-29	.
O=C(NCc1ccccc1)C(=O)NCC1OCCN1S(=O)(=O)c1ccc2c(c1)OCCO2 (stereo not drawn)	0.59	27	-0.34
Cc1c(NC(=O)C(CC(=O)O)NCc2ccco2)c(=O)n(-c2ccccc2)n1C (stereo not drawn)	1.6	38	0.91
C=CCOC(=O)C1=C(C)NC(=O)NC1/C=C/c1ccccc1 (stereo not drawn)	-0.25	-14	1.9
S=C(Nc1ccccc1)N1CCn2c1nc1ccccc12	-0.69	35	0.23
CC(C)(C)C1CCc2[nH]c3ccccc3c(=O)c2C1 (stereo not drawn)	0.64	-5	2
N#CCCN1CCNCC1	-0.36	68*	-1.1
CC1CCCC(NC(=O)c2ccc3c(=O)n(CC4CCCO4)c(=O)[nH]c3c2)C1C (stereo not drawn)	0.25	.	-0.17
COc1ccc(/C=C2\Sc3ccc(C(=O)NCc4cccnc4)cc3N(C)C2=O)cc1OC	.	18	.
CCN(CC)CCCNC(=O)CCC(=O)NNc1nc2ccccc2c2nc(C)nn12	.	-57	.
C=CCNC(=S)Nc1ccc(Cl)cc1F	.	0	.

Reformatted field by field: entries from further up
CCNC(=S)N(Cc1ccc2c(c1)OCO2)C1CC(=O)N(c2ccc(F)cc2)C1=O (stereo not drawn)
- SDO1 yeast rescue = -0.86
- Insulin prom inh = 8
- SDO1 yeast rescue Rescue 24 h = -0.74

CC(=O)c1ccc(NC(=O)CCNS(=O)(=O)c2cccc3nonc23)cc1
- SDO1 yeast rescue = 1.1
- Insulin prom inh = 24
- SDO1 yeast rescue Rescue 24 h = 1.1

CCn1c(-c2ccc(Cl)cc2)n[nH]c1=S
- SDO1 yeast rescue = 0.19
- Insulin prom inh = 14
- SDO1 yeast rescue Rescue 24 h = -0.15

(list continues)
mol	SDO1 yeast rescue	Insulin prom inh	SDO1 yeast rescue Rescue 24 h
COC(=O)c1ccccc1S(=O)(=O)N(Cc1ccco1)Cc1cc2cc(OC)ccc2[nH]c1=O	-0.58	.	-1.1
O=C(CN1CCCCCC1)N/N=C/c1cccc(Cl)c1	0.58	.	0.02
COC(=O)c1ccc(N2CCN(C(C)=O)CC2)c(NC(=O)c2cccnc2)c1	.	13	.
Cc1nnc2ccc(N3CCN(C(=O)c4ccccc4)CC3)nn12	1.3	.	0.78
Cc1noc(C)c1CSc1nc2ccccc2s1	-0.27	-3	0.06
CCc1ccccc1N(CC)C(=O)CCc1nc(-c2ccc(C)cc2)no1	-1.6	4	-1.5
CN1CCN(S(=O)(=O)c2ccc(N3CCN(S(=O)(=O)/C=C/c4ccccc4)CC3)nc2)CC1	-0.68	.	-0.4
c1cnc(NCCNc2ncccn2)nc1	0.96	.	-0.39

Look-ups from above:
CC(=O)N(Cc1cc(=O)[nH]c2ccccc12)c1ccc(C)cc1 | SDO1 yeast rescue: 0.45
CCn1c(-c2ccc(Cl)cc2)n[nH]c1=S | Insulin prom inh: 14

Two entries drawn at random from those above, as already listed:
mol	SDO1 yeast rescue	Insulin prom inh	SDO1 yeast rescue Rescue 24 h
CCc1ccccc1N(CC)C(=O)CCc1nc(-c2ccc(C)cc2)no1	-1.6	4	-1.5
Cc1nnc2ccc(N3CCN(C(=O)c4ccccc4)CC3)nn12	1.3	.	0.78
